# CCT modulator = changes cytosolic chaperonin activity; AID 651819; 360,000 compounds, 0.3% hits; activity change, % (concentration not given with the values), hits read low; purified chaperonin ATPase assay, HTRF ADP detection, 30 min; in the data active means activity change below about -30%; further: on the % scale 0 is the no-effect control and ±100 the full control effect
#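 ATPase activity: ADP formed was measured by HTRF Transcreener (665/615 nm ratio) after 30 min at 37 deg C with 10 uM ATP. Compounds screened at one 76 uM concentration against 40 or 20 nM TRiC in Tris pH 7.4/KCl/MgCl2/DTT buffer.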
# Nrf2 activator = Nrf2 pathway activation | AREc32 ARE-luciferase reporter (MCF7-derived line), luminescence, 24 h | Potency, µM (highest dose often 46.1 µM), for inactives: at the highest dose activation, most hits filed as activators | 410,000 compounds, 0.31% hits; further: potency means the concentration at half of the fitted maximal effect; % of control where 0% means no effect; nearly all actives have a fitted effect of over 65% in size
#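 Quantitative high-throughput format: AREc32 reporter cells, 1000 per well, received compound by pin transfer and were incubated 24 hr at 37 deg C, 5% CO2, before Steady-Glo luminescence detection.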
# Akt phos inh = Akt phosphorylation inhibition; activity change, % for hits at 50 µM; Neuro2A IGF-stimulated pAkt S473 HTRF, 20 min; stronger effect = lower value; 360,000 compounds, 0.32% hits; in the data active means activity change below about -80%; inconclusive means mostly about -51% to -80%; further: on the % scale 0 is the no-effect control and ±100 the full control effect
#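 Neuro2A cells in DMEM with 0.5% FBS, overnight at 37 deg C, given compound at single 50 µM final, then IGF (6 nM final) for 20 min at 37 deg C. Lysed; phospho-Akt Ser473 by HTRF after 24 h, 665/615 ratio.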
# ATXN viability = cell viability loss in ATXN counter-screen | S2 cells (HEK-293 line with an ATXN2-luciferase reporter) viability, CellTiter-Fluor protease fluorescence, 24 h | Potency, µM (doses to about 56.7 µM), most hits filed as cytotoxic | 400,000 compounds, 0.49% hits; further: potency means the concentration at half of the fitted maximal effect; nearly all actives have a fitted effect of over 40% in size
# Nrf2 block = inhibitors of Nrf2 signaling. 360,000 compounds, 2.1% hits. Potency, µM (series often up to 46 µM), without a hit: top-dose activity change, negative = inhibition, most hits filed as inhibitors. A549 ARE-Fluc reporter, luciferase luminescence, 18-24 h; further: potency means the concentration at half of the fitted maximal effect; on the % scale 0 is the no-effect control and ±100 the full control effect; nearly all actives have a fitted effect of over 60% in size
#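 Reporter: ARE-Fluc in A549. Exposure: 18-24 h, 37 °C, 5% CO2, 5% FBS OPTI-MEM. Readouts: fluorescent cytotoxicity (CellTiter-Fluor), then luminescent Nrf2 signal after BugLite.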
# TGFb SMAD3 inh = blocks TGF-b signaling; HepG2 CAGA-GFP TGF-b/SMAD3 reporter, GFP fluorescence, 18 h; TGF-beta stimulated, 500 pg/mL final; Potency, µM (doses to about 46.1 µM), for the others: top-dose activity, negative = inhibition, most hits filed as inhibitors; 410,000 compounds, 1.2% hits; AID 588855; further: potency means the concentration at half of the fitted maximal effect; on the % scale 0 is the no-effect control and ±100 the full control effect; nearly all actives have a fitted effect of over 65% in size
#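 Read-out: total well GFP (ex488/em500-530) summed from mean per-cell fluorescence. Cells: HEPG2 CAGA-GFP, 1% FBS DMEM, 18 h at 37 degrees C with 500 pg/mL final TGF-beta. Unstimulated wells served as the full-inhibition control; stimulated DMSO wells = 0%.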
# A549 viability = A549 cytotoxicity, counter-screen for Nrf2 inhibitors; A549 ARE-Fluc cells, CellTiter-Fluor viability, 18-24 h; Potency, µM (top dose mostly 46 µM), inactives show at the top dose activity change, negative = cytotoxicity, actives largely listed as inhibitors; 390,000 compounds, 0.16% hits; further: potency means the concentration at half of the fitted maximal effect; on the % scale 0 is the no-effect control and ±100 the full control effect
#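 Cytotoxicity counterscreen: CellTiter-Fluor fluorescence was measured in A549 ARE_Fluc cells after 18-24 h of compound exposure in a concentration series. The subsequent BugLite luminescent read reports ARE-luciferase activity.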
# HepG2 tox = counter-screen for TGF-b inhibitors: cytotoxicity in HepG2 cells; HepG2 CAGA-GFP viability, ATP luminescence, 18 h; Potency, µM (highest dose often 46.1 µM), for inactives: at the highest dose activity change, negative = cytotoxicity, most hits filed as cytotoxic; 410,000 compounds, 0.76% hits; AID 588856; further: potency means the concentration at half of the fitted maximal effect; some results filed as inactive show a strong effect at the top dose
#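 HepG2 CAGA-GFP cells (1000/well, DMEM with 1% FBS) received compound, then TGF-beta at 500 pg/mL final, and were incubated 18 hours at 37 degrees C. Viability was read by CellTiter-Glo luminescence. Media-only wells were set as complete cell-killing and DMSO as no toxicity.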
# Mm-Cpn inhibitor = inhibitors of Methanococcus maripaludis chaperonin (MmCpn) | Potency, µM (highest dose often 76.9 µM), for the others: top-dose activity, negative = inhibition, hits mostly inhibitors | purified Mm-Cpn ATPase, ADP Transcreener TR-FRET | 330,000 compounds, 0.031% hits; further: potency means the concentration at half of the fitted maximal effect; on the % scale 0 is the no-effect control and ±100 the full control effect; nearly all actives have a fitted effect of over 80% in size
#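 ATPase turnover read by TR-FRET ADP competition (Eu cryptate antibody/ADP-d2, 665/590 nm): 10uM ATP final, 25nM Mm-CPN final, 30 min 37degC after 10-min compound preincubation, pH 7.4 Tris/KCl/MgCl2/DTT buffer.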
# Starred values were filed as active, the others as inactive; i = inactive; u = inconclusive; x = no result given. Unless noted, the call rests on the fitted dose curve; in most records, active means well fitted curve in the direction sought with a large enough effect; inconclusive means small, poorly fitted or top-dose-only effect, or another doubt; inactive means no such curve, though single readings can be large; an effect the other way counts as inactive or inconclusive.
SMILES,CCT modulator,Nrf2 activator,Akt phos inh,ATXN viability,Nrf2 block,TGFb SMAD3 inh,A549 viability,HepG2 tox,Mm-Cpn inhibitor
O=C(N/N=C/c1ccc(OC(=O)c2ccco2)cc1)c1ccccn1,-0.2,0.3%,i,i,u,-3.4%,1.7%,-19.2%,0.6%
COc1ccccc1C1C(C(=O)c2ccco2)=C(O)C(=O)N1c1cc(C)on1 (configuration not stated),1.6,6.5%,i,i,-26.3%,-27.5%,-16.6%,2.4%,-5.6%
Cc1noc(C)c1C(=O)OCC(=O)Nc1ccccc1C(=O)NC(C)c1ccccc1 (configuration not stated),0.1,0.5%,i,i,4.4%,3.3%,-3.4%,-1.6%,1.5%
O=C(c1ccc(S(=O)(=O)N2CCOCC2)cc1)N1CCN(c2cccc(Cl)c2)CC1,0.8,-0.5%,i,i,9.3%,-23.3%,-4.5%,-2.5%,2.2%
O=C(NNC(=S)NCCCN1CCOCC1)c1ccncc1,-0.2,0.3%,i,i,17.3%,28.4%,5.7%,3.1%,-1.2%
COc1ccc(C2=NCC(CSc3nnc(-c4ccc5c(c4)OCO5)o3)S2)cc1 (configuration not stated),-1.3,0.5%,i,u,u,u,u,-22.8%,-0.3%
COC(=O)c1ccc(CN2CCCC(CO)(Cc3ccc(F)cc3F)C2)cc1 (configuration not stated),-1.9,-1.1%,i,i,3.1%,2.4%,0.8%,-17.0%,1.0%
Cc1oc(-c2ccccc2)nc1CNC(=O)Nc1ccccc1,x,1.0%,x,i,x,-23.1%,-0.8%,-55.2%,x
CCN(CC)c1ccc(/C=C(\C#N)C(N)=S)cc1,-2.1,7.6%,i,i,1.0%,-12.2%,u,-47.1%,-5.4%
O=C(CCc1nnc(CCCCc2ccccc2)o1)NC1CCCC1,-1.3,-0.2%,i,i,-11.4%,7.5%,6.3%,-4.5%,3.6%
CCOc1ccc(NC(=O)CSCc2cnn(-c3ccccc3)c2-n2cccc2)cc1,-1.3,0.0%,i,i,u,u,-14.6%,-1.9%,-11.4%
CCOCCCn1c(SCC(=O)Nc2ccc(CC)cc2)nc2ccccc2c1=O,x,-0.3%,x,x,x,-23.1%,-13.7%,-25.2%,x
COc1cc(/C=C2\SC(c3ccc(C)cc3)=NC2=O)ccc1O,0.0,4.2%,i,i,-22.4%,-0.3%,-0.8%,-26.5%,-2.0%
O=C(CNC(=O)c1cc(-c2ccccc2)nn1-c1ccccc1)Nc1ccccc1Br,3.3,0.2%,i,i,8.9%,4.7%,9.6%,0.7%,x
O=C(NCc1ccccc1Br)c1cccc2c1C(=O)c1ccc(N3CCC(Cc4ccccc4)CC3)cc1S2(=O)=O,-1.4,-1.4%,i,i,6.5%,9.5%,-7.1%,-14.6%,-0.2%
N#Cc1nc(COc2ccccc2F)oc1N1CCCCCC1,-1.2,3.6%,i,i,19.0%,-4.9%,11.4%,-6.7%,2.3%
CCCc1nc(NCc2ccc3c(c2)OCO3)c2nnn(Cc3ccccc3Cl)c2n1,-3.1,-0.1%,i,i,-23.1%,12.4%,0.4%,-13.6%,0.5%
O=C(/C=C1\SC(=O)N(CC(=O)Nc2ccc(Cl)cc2)C1=O)Nc1ccc(F)cc1,-1.0,2.2%,i,u,-1.6%,-1.3%,1.6%,-20.1%,1.3%
O=C(CSc1nnc(Cn2c(=O)sc3ccccc32)n1-c1ccccc1)N1CCOCC1,-0.6,-0.1%,i,u,9.2%,8.0%,-4.9%,-9.4%,0.0%
O=C1N=C2SCCN2/C1=C\c1c(Cl)cccc1Cl,0.0,-0.7%,i,i,u,6.1%,-18.7%,10.0%,-0.9%
O=C(COC(=O)CSc1ccc(F)cc1)NCC1CCCCC1,2.2,1.8%,i,i,4.5%,-16.2%,u,0.6%,0.9%
CON/C=C(\C=Nc1ccc(Cl)cc1Cl)c1ncc(C(F)(F)F)cc1Cl,-0.1,0.5%,i,i,u,-1.0%,0.6%,-3.4%,0.0%
CN(C)C(=O)c1cc2cc([N+](=O)[O-])ccc2s1,-7.0,0.1%,i,i,x,3.0%,11.9%,-15.6%,1.5%
COC(=O)C(C(=O)OC)c1ncccc1[N+](=O)[O-],-1.7,0.1%,i,i,2.4%,-2.2%,-1.6%,-3.2%,-0.4%
O=C(Nc1cccc(C(F)(F)F)c1)c1cc2c(=O)c3ccccc3oc2nc1C(F)(F)F,-0.5,2.7%,i,i,u,-0.6%,-7.3%,-0.1%,-4.3%
SMILES,CCT modulator,Nrf2 activator,Akt phos inh,ATXN viability,Nrf2 block,TGFb SMAD3 inh,A549 viability,HepG2 tox,Mm-Cpn inhibitor
Cc1cc2c(cc3c(SCc4ccc(Cl)cc4)nncn32)o1,x,-0.3%,x,x,-10.0%,-1.7%,-1.2%,-22.6%,x
CC(=O)NCc1ccc(S(=O)(=O)N/N=C/c2ccc(Br)cc2)cc1,-3.5,-0.6%,i,i,10.2%,13.7%,-6.9%,0.7%,-0.6%
COc1cc(C2C(C(=O)c3ccc(C)o3)=C(O)C(=O)N2Cc2cccnc2)ccc1O (configuration not stated),-2.4,0.3%,i,i,7.6%,14.2%,-10.2%,2.6%,0.8%
CCOC(=O)CSc1nnnn1-c1cc(OC)c(Cl)cc1OC,0.0,-0.7%,i,i,-20.3%,6.7%,-0.1%,-7.2%,-0.9%
Cc1ccc(Nc2[nH]c(=O)c3ccccc3c2C(=O)c2ccccc2)cc1,-0.7,-1.2%,i,i,-2.7%,-1.5%,8.6%,6.6%,x
Cc1ccc(OCC(=O)Nc2cccc(C(=O)OCc3cc(=O)n4nc(C)sc4n3)c2)cc1,x,0.5%,x,x,x,18.7%,-0.1%,2.1%,x
CCO[C@@H]1OC(C(=O)NCc2nc3ccccc3[nH]2)=C[C@H](c2ccccc2)[C@H]1CCCO,-0.4,0.3%,i,i,-28.6%,-6.9%,-0.1%,-4.0%,x
O=C1CCCN1Cc1ccccc1,-1.8,0.0%,i,i,-3.2%,-7.5%,4.4%,0.1%,1.2%
O=C1COc2cc(O)ccc21,-3.9,-0.7%,i,i,-13.0%,-0.8%,0.9%,19.3%,x
Cc1ccc(OCC(=O)NCCNC(=O)COc2ccc(C)cc2)cc1,0.5,0.5%,i,i,8.5%,-5.6%,2.3%,-1.2%,-0.2%
O=C(Nc1cccc(/C=C/c2ccccn2)c1)c1cc(Cl)ccn1,-6.8,12.6%,i,i,u,0.7%,-1.4%,5.7%,-1.7%
CCOC(=O)c1c(C)oc2c1c(C=NCCC(=O)O)c(O)c1ccccc12,0.7,4.6%,i,u,20.6µM*,-26.4%,u,-12.7%,-3.5%
CC(=O)c1sc(NC(=O)CSCc2c(C)noc2C)nc1-c1ccccc1,-1.3,0.2%,i,i,-3.6%,-4.9%,-1.5%,-6.6%,-11.7%
O=C(NCc1ccc(F)cc1)C(=O)NCC1OCCN1S(=O)(=O)c1cccs1 (configuration not stated),-2.5,0.2%,i,u,10.0%,-14.5%,4.1%,-26.3%,0.4%
Cc1ccc(C(=O)NCc2nnnn2-c2ccc(C)c(C)c2)cc1,x,0.2%,x,x,x,-13.3%,5.1%,-19.8%,x
COCCCNC(=O)Cn1ncc2c(=O)oc3ccccc3c21,-2.9,-0.7%,i,i,7.4%,-4.4%,-4.3%,7.5%,-1.8%
Cc1cc(C)nc(N/N=C/c2cn[nH]c2-c2ccc(F)cc2)n1,-5.6,-0.2%,i,i,-11.5%,16.9%,-1.8%,13.8%,-1.5%
COc1cc(CN2CCN(C(=O)CC(C)C)CC2)cc(OC)c1O,-0.4,-0.3%,i,i,8.0%,-0.8%,2.6%,7.1%,0.1%
O=C(Nc1ccc(F)cc1)Nc1csc2ccccc12,-0.2,9.1%,i,i,u,14.1µM*,u,-26.9%,-5.5%
O=C(Sc1ccc(Cl)cc1)c1cccc(Cn2cc(C(F)(F)F)ccc2=O)c1,-1.3,-0.2%,i,i,u,5.2%,-6.7%,-0.4%,-0.3%
CC(C)(C)NC(=O)C1N(c2cccnc2)C(=O)C2C(C(=O)Nc3ccccc3)C3(C)C=CC21O3 (configuration not stated),-1.0,-0.3%,i,i,-28.0%,5.7%,-8.3%,-1.0%,0.1%
O=C(Cn1ccc(NC(=O)OCc2ccccc2)nc1=O)NCc1ccccn1,0.1,-0.1%,i,i,-12.1%,-6.6%,4.0%,-32.5%,0.9%
CCC(=O)c1ccc(OCC(=O)OCC(=O)NC2CCCCCC2)cc1,-3.5,0.0%,i,i,1.1%,1.9%,4.1%,8.3%,-1.9%
N#C/C(=C\c1cccc(O)c1)c1nc2ccccc2o1,-1.1,u,i,i,4.3%,-1.2%,2.5%,-23.3%,-0.7%
Cc1ccc(NC(=O)CSc2nc3ccccc3c(=O)n2CCCN2CCCCC2)cc1Cl,0.0,-1.2%,i,u,-10.8%,u,u,14.1µM*,0.6%
O=C(C[C@H]1C[C@H](C(=O)N2CCOCC2)[C@@]2(CCC3CCCC3)c3[nH]c4cc(-c5ccco5)ccc4c3CCN2C1=O)NCCN1CCOCC1,0.4,-2.4%,i,x,u,u,u,-85.8%,-1.6%
O=S(=O)(c1ccc(OCC(O)CN2CCN(c3ccccc3Cl)CC2)cc1)N1CCOCC1 (configuration not stated),2.4,3.0%,i,i,-17.8%,u,3.9%,-8.8%,-18.2%
O=c1[nH]c2ccccc2cc1CN(CC1CCCO1)S(=O)(=O)c1ccccc1 (configuration not stated),1.1,-1.8%,i,i,10.5%,-0.9%,2.0%,2.0%,1.7%
O=C(CN1CCS(=O)(=O)CC1)NNC(=O)C1CCCCC1,-2.7,-0.6%,i,i,3.5%,-12.6%,0.3%,-8.8%,1.5%

# Screening data deposited in PubChem BioAssay by National Center for Advancing Translational Sciences (NCATS).
